Screening results as filed in PubChem BioAssay.
STK33 inh: blocks human STK33 kinase activity. ADP-Glo luminescence, MBP substrate. inhibition, % at 12.5 µM. actives 0.44% (n = 27,000). AID 2322; in the data active = inhibition above about 20%; inconclusive = no clear call, values can overlap the other calls
Target sequence (Q9BYT3 whole entry, looked up): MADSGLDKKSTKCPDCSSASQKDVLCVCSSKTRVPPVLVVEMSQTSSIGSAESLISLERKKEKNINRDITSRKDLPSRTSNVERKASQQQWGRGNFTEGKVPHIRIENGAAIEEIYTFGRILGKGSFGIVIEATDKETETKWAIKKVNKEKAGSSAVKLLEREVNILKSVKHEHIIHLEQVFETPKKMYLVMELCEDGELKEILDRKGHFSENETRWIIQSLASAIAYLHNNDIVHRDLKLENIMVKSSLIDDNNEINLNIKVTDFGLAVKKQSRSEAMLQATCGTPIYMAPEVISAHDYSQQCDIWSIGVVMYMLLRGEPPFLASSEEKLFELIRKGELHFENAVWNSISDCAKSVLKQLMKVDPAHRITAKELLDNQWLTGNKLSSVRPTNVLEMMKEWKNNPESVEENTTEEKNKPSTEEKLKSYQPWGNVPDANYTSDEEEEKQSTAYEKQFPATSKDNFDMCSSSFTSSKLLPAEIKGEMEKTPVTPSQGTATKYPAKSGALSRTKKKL
p53 PUMA act: mutant p53 pathway reactivation; activation, % at 9.98 µM; SW480 PUMA-promoter luciferase; actives 1.5% (n = 28,000); in the data active = activation above about 52%; inconclusive = no clear call, values can overlap the other calls
An asterisk follows results filed as active; ? = inconclusive; · = no result given; & = joins results of further samples. Only part of the results is shown. The share of hits here may be higher or lower than overall.

entry	SMILES	STK33 inh	p53 PUMA act
1	CN1CCN(CC(=O)Nc2ccc(Br)cc2C(=O)c2ccccc2)CC1	0	0
2	CCN1C[C@]2(C)CC[C@H](OC)[C@@]34C1[C@@]1(OCO[C@@]15C[C@H](OC)[C@H]1C[C@]3(O)[C@@H]5[C@H]1OC)[C@@H](OC(C)=O)[C@H]24	-6	2
3	COc1cc(OC)c(OC)cc1C=O	0	·
4	c1ccc(CC(c2ccccc2)N2CCCCC2)cc1 (stereo not drawn)	·	7
5	CN(CC(=O)Nc1ccc(Cl)cc1C(=O)c1ccccc1)S(=O)(=O)c1ccc(Cl)cc1	0	-16
6	c1cc(Cc2cnc[nH]2)ccn1	·	-2
7	C[C@@H]1CN([C@@H](C)CO)C(=O)CCCn2nncc2CO[C@@H]1CN(C)C(=O)Oc1ccc2ccccc2c1	-2	·
8	CN1C2CCC1CC(OC(=O)c1cc(Cl)cc(Cl)c1)C2 (stereo not drawn)	2	-20
9	O=C(O)CCCc1ccc(N(CCCl)CCCl)cc1	0	-2
10	CCC(C)/C=C(C)/C=C/C1=CC2=C(Cl)C(=O)C(C)(OC(C)=O)C(=O)C2=CO1 (stereo not drawn)	-1	·
11	Cc1nnc2ccc(-c3cccc(C(F)(F)F)c3)nn12	0	22
12	CNc1ccc2oc(C[C@H]3O[C@@]4(CC[C@H]3C)O[C@H]([C@H](C)C(=O)c3ccc[nH]3)[C@H](C)C[C@H]4C)nc2c1C(=O)O	·	-80
13	CCC(O)CC1CCCC(CC(O)c2ccccc2)N1C (stereo not drawn)	0	2
14	C/C=C(\C)C(=O)OC1C(C)=C2C(C1OC(=O)CCCCC)C(C)(OC(C)=O)CC(OC(=O)CCC)C1(O)C2OC(=O)C1(C)O (stereo not drawn)	·	-83
15	COc1c2c(c(CC=C(C)C)c3oc(=O)c(-c4ccc(O)cc4)c(O)c13)OC(C)(C)C=C2	-2	·
16	CCCCSP(=O)(SCCCC)SCCCC	-2	·
17	Fc1ccc(Sc2c(F)c(F)nc(N3CCNCC3)c2F)cc1	·	1
18	O=C(c1ccco1)c1cn(CCCOc2ccccc2)c2ccccc12	9	-7
19	CCCN[C@@H]1CCc2c(OC)cccc2[C@@H]1C	1	4
20	C[N+]1=Cc2cc3c(cc2CC1)OCO3	·	-9

Some of the entries above in another layout.
[7] C[C@@H]1CN([C@@H](C)CO)C(=O)CCCn2nncc2CO[C@@H]1CN(C)C(=O)Oc1ccc2ccccc2c1
[8] CN1C2CCC1CC(OC(=O)c1cc(Cl)cc(Cl)c1)C2 (stereo not drawn)
[9] O=C(O)CCCc1ccc(N(CCCl)CCCl)cc1

entry no.,7,8,9
STK33 inh,-2,2,0
p53 PUMA act,·,-20,-2

(further entries)
entry	SMILES	STK33 inh	p53 PUMA act
21	CO[C@H]1[C@H](O)[C@H](O[C@H]2CC[C@]3(C)C4CC[C@]5(C)[C@H](C6=CC(=O)OC6)CC[C@]5(O)C4CC[C@@H]3C2)O[C@@H](C)[C@@H]1O (stereo partly drawn)	-1	·
22	CC(C)c1cccc(C(C)C)c1O	-3	2
23	CCCN1CCCC2Cc3[nH]ncc3CC21 (stereo not drawn)	·	-3
24	COP(=S)(OC)Oc1ccc(SC)c(C)c1	1	·
25	O=C1NC(=O)C(CCc2ccncc2)(CCc2ccncc2)C(=O)N1c1ccccc1F	-2	-16
26	CN1CCN(C(=O)COc2ccc(S(=O)(=O)NC3CCCCC3)cc2Cl)CC1	-4	1
27	O=c1c2ccccc2nc(CSc2ccccn2)n1-c1ccccc1Cl	1	7
28	N#Cc1c(Oc2cccc(OS(=O)(=O)CCCC(F)(F)F)c2)cccc1C(F)(F)F	·	-19
29	CNC(=O)CSP(=S)(OC)OC	2	·
30	CCCCC/C=C\C/C=C\C/C=C\C/C=C\CCCC(N)=O	-7	-1
31	Cn1cccc1CNCCc1ccc(F)cc1	·	-8
32	CCc1c(C(=O)OC)ncc2[nH]c3cc(OC)c(OC)cc3c12	1	11
33	CC1(C)C2CC(=O)[C@]3(C)C(CC[C@@]4(C)[C@H](c5ccoc5)OC(=O)C5OC543)[C@@]2(C)[C@@H](O)C[C@H]1O (stereo partly drawn)	2	·
34	CC(=O)Oc1ccc(/C=C/c2cc(OC(C)=O)cc(OC(C)=O)c2)cc1	2	?
35	Cc1nnc2n1-c1sc(CCC(=O)N3CCOCC3)cc1C(c1ccccc1Cl)=NC2	·	-4
36	CO[C@@H]1[C@H](O)[C@@H](O[C@@H]2C[C@H]3CC[C@@H]4C(CC[C@]5(C)[C@@H](C6=CC(=O)OC6)CC[C@]45O)[C@@]3(C)[C@H](O)C2)O[C@H](C)[C@@H]1O[C@@H]1O[C@H](CO)[C@@H](O)[C@H](O)[C@H]1O (stereo partly drawn)	-6	-84
37	N#CC(C#N)=Cc1ccc(O)cc1	7	·
38	Cc1ccc(-n2c(CNCc3cccnc3)nc3ccccc3c2=O)cc1	7	18
39	COc1cc(C)c(Oc2cc(C)cc(O)c2)c(O)c1	2	-5
40	Cc1cc(C)cc(C(=O)OC2CC3CCC(C2)N3C)c1 (stereo not drawn)	-2	·

(listing goes on)
entry	SMILES	STK33 inh	p53 PUMA act
41	CO/C1=C/C(C)=C/[C@@H](C)[C@@H](O)[C@@H](C)C/C(C)=C/C=C\[C@H](OC)[C@@H]([C@@H](C)[C@@H](O)[C@H](C)[C@@]2(O)C[C@@H](O)[C@H](C)[C@@H](C(C)C)O2)OC1=O	2	-56
42	CC(C)OC(=O)Nc1cccc(Cl)c1	1	·
43	Cc1ccc(OC(=O)N(C)C[C@H]2OCc3cnnn3CCCC(=O)N([C@@H](C)CO)C[C@@H]2C)cc1	-3	0
44	c1ccc2c(c1)[nH]c1cnccc12	2	6
45	CC(C)[C@]12O[C@H]1[C@@H]1O[C@]13[C@]1(O[C@H]1C[C@H]1C4=C(CC[C@@]13C)C(=O)OC4)[C@@H]2O	-1	-69
46	NCCc1cccc(O)c1	·	-17
47	COc1ccc(OC(=O)N(C)C[C@@H]2OCc3cnnn3CCCC(=O)N([C@H](C)CO)C[C@H]2C)cc1	-2	·
48	NC1(c2ccccc2Cl)CCCCC1=O (stereo not drawn)	·	3
49	CCN1C[C@]2(C)CC[C@H](O)[C@]34C1[C@H](C[C@H]23)[C@@]1(O)C[C@H](OC)[C@H]2C[C@@H]4[C@@H]1C2O (stereo partly drawn)	0	-4
50	COC1=CC(=O)O[C@@H](/C=C/c2ccccc2)C1	-4	78*
51	CCNCC(O)c1cccc(O)c1 (stereo not drawn)	3	5
52	CN(C(=O)Cc1ccccc1)C(CN1CCCC1)c1ccccc1 (stereo not drawn)	·	18
53	CCCn1c(C)c(C(=O)c2cccc3ccccc23)c2ccccc21	·	19
54	COc1ccccc1OCCCn1cc(C(=O)c2ccccc2)c2ccccc21	3	2
55	C=C1[C@]23C(=O)O[C@@H](C)[C@]2(O)C(=O)O[C@@]1(C)[C@H](OC(C)=O)C1=C(C)[C@@]2(C=CC(=O)OC2(C)C)CCC13C (stereo partly drawn)	-5	-25
56	Cc1ccc(-c2nc3ccc(C)cn3c2CC(=O)N(C)C)cc1	-1	·
57	CN1CCC2(c3cccc(O)c3)Cc3nc4ccccc4cc3CC2C1 (stereo not drawn)	·	14
58	CC1=CC(=O)c2c(O)cccc2C1=O	-10	·
59	COC[C@H]1OC(=O)c2coc3c2[C@@]1(C)C1=C(C3=O)C2CCC(=O)[C@@]2(C)C[C@H]1OC(C)=O (stereo partly drawn)	5	·
60	C[C@@H]([C@H](O)c1ccccc1)N(C)C	5	·

(listing goes on)
entry	SMILES	STK33 inh	p53 PUMA act
61	CCC1CC2CC3(C(=O)OC)c4[nH]c5ccc(OC)cc5c4CCN(C2=O)C13 (stereo not drawn)	-3	-2
62	CC1C/C=C/C2C3OC3(C)C(C)C3C(Cc4ccccc4)NC(=O)C23OC(=O)O/C=C/C(C)(O)C1=O (stereo not drawn)	1	-17
63	CN(C)Cc1c[nH]c2ccccc12	1	3
64	CCCCC/C=C\C/C=C\C/C=C\C/C=C\CCCC(=O)N[C@H](C)CO	·	-6
65	C/C=C(\C)[C@H](O)[C@H](C)/C=C(C)/C=C/C/C(C)=C/Cc1[nH]c(OC)c(OC)c(=O)c1C	-12	·
66	Cc1ccc(NC(=O)c2cc(C)n(C(C)(C)C)n2)cc1	0	·
67	c1cncc(CNCCc2c[nH]c3ccccc23)c1	-1	-3
68	CCC(=O)Nc1ccc(Cl)c(Cl)c1	0	·
69	CCOP(=S)(OCC)SCSP(=S)(OCC)OCC	-3	·
70	c1ccc2sc(C3(N4CCCCC4)CCCCC3)cc2c1	2	12
71	C[C@H](CO)N1C[C@H](C)[C@@H](CN(C)C(=O)Oc2ccc3ccccc3c2)OCc2cn(nn2)CCCC1=O	0	·
72	CNc1ccc2oc(C[C@@H]3OC4(CC[C@@H]3C)O[C@H](C(C)C(=O)c3ccc[nH]3)[C@H](C)C[C@H]4C)nc2c1C(=O)O (stereo partly drawn)	1	-75
73	C/C=C/[C@@H]1[C@H]2C[C@@H](C)CC[C@@H]2C(C)=C[C@H]1C(=O)c1c(O)c(-c2ccc(O)cc2)c[nH]c1=O	-9	·
74	CCOC(=O)c1cc2c(cn1)[nH]c1ccccc12	-1	65*
75	CCOCN(C(=O)CCl)c1c(C)cccc1CC	1	·
76	COc1cc2c(cc1-c1cc3cc4ccoc4cc3oc1=O)OCO2	0	·
77	O=c1c2ccccc2nc(CSc2ncnc3ccccc23)n1-c1ccccc1F	6	-4
78	COC(=O)C1CC(=O)C[C@H]2[C@]3(C)C[C@@H](c4ccoc4)OC(=O)[C@H]3CC[C@@]12C (stereo partly drawn)	-5	-1
79	COc1cc(C2c3cc4c(cc3CC3COC(=O)C32)OCO4)cc(OC)c1OC (stereo not drawn)	-2	-77
80	COc1ccc(C(=O)O)cc1OC	1	2

Next part
entry	SMILES	STK33 inh	p53 PUMA act
81	CN1C(=O)[C@@H](NC(=O)c2cc3ccccc3[nH]2)N=C(c2ccccc2)c2ccccc21	·	-5
82	Cc1ccc(OC(=O)N(C)C[C@@H]2OCc3cnnn3CCCC(=O)N([C@H](C)CO)C[C@@H]2C)cc1	3	2
83	NCCc1ccccn1	·	2
84	CC[C@H]1C2C[C@H]3[C@@H]4N(C)c5ccccc5C45C[C@H](C2[C@H]5O)N3[C@@H]1O (stereo partly drawn)	0	6
85	C=C1CC[C@]2(O)[C@]3(C)C[C@@]4(O)O[C@@]2([C@@H]1O)[C@]1(O)[C@@]3(O)[C@H]([C@H](OO)c2ccc[nH]2)[C@](C)(C(C)C)[C@@]14C	2	7
86	C[C@@H]1Cc2c(Cl)cc(C(=O)N[C@@H](Cc3ccccc3)C(=O)O)c(O)c2C(=O)O1	1	-41
87	Oc1ccc2c3c1O[C@H]1[C@@H](O)CC[C@@]4(O)[C@@H](C2)N(CC2CCC2)CC[C@]314	1	9
88	C/C=C1/C[N+]2(C)CCC34C(=C(C=O)[C@H]1C[C@@H]32)Nc1ccccc14 (stereo partly drawn)	-12	-3
89	C[C@H]1CN([C@@H](C)CO)C(=O)CCCn2cc(nn2)CO[C@@H]1CN(C)C(=O)Oc1ccc2ccccc2c1	-5	·
90	COC(=O)c1cc2c(cn1)[nH]c1ccccc12	-8	12
91	CCCN(CCC)C1CCc2cccc(O)c2C1 (stereo not drawn)	2	·
92	CC(=O)O[C@H]1CC[C@]2(C=O)[C@H]3CC[C@]4(C)[C@@H](C5=CC(=O)OC5)CC[C@]4(O)[C@@H]3CC[C@]2(O)C1	-4	·
93	CN(C)c1ccc(/C=C2\CCCN=C2c2cccnc2)cc1	·	9
94	COc1c(C(C)C)cc2c(c1O)[C@@]1(C(=O)O)CCCC(C)(C)C1CC2 (stereo partly drawn)	-12	-5
95	C[C@@H]1CN([C@@H](C)CO)C(=O)CCCn2nncc2CO[C@@H]1CN(C)C(=O)Oc1cccc2ccccc12	0	·
96	O=C1/C(=C/c2ccccc2)C[C@@]2(O)C3Cc4ccc(O)c5c4[C@@]2(CCN3CC2CC2)[C@H]1O5	·	-79
97	O=c1ccc2[nH]cc(C3=CCNCC3)c2[nH]1	·	4
98	CC(=O)c1c(O)c(C)c(O)c(Cc2c(O)c3c(c(C(=O)/C=C/c4ccccc4)c2O)OC(C)(C)C=C3)c1O	·	-20&-28
99	CCCCC/C=C\C/C=C\C/C=C\C/C=C\CCCCCC(=O)NCCO	-6	9
100	CCOc1ccc(C(Nc2ccccc2)P2(=S)OCCCO2)cc1 (stereo not drawn)	·	-1

Random excerpt: 4 compounds from above.
entry	SMILES	STK33 inh	p53 PUMA act
85	C=C1CC[C@]2(O)[C@]3(C)C[C@@]4(O)O[C@@]2([C@@H]1O)[C@]1(O)[C@@]3(O)[C@H]([C@H](OO)c2ccc[nH]2)[C@](C)(C(C)C)[C@@]14C	2	7
93	CN(C)c1ccc(/C=C2\CCCN=C2c2cccnc2)cc1	·	9
81	CN1C(=O)[C@@H](NC(=O)c2cc3ccccc3[nH]2)N=C(c2ccccc2)c2ccccc21	·	-5
99	CCCCC/C=C\C/C=C\C/C=C\C/C=C\CCCCCC(=O)NCCO	-6	9

As entered above.
entry 88 in p53 PUMA act = -3
entry 82 in STK33 inh = 3
entry 86 in p53 PUMA act = -41
entry 91 in STK33 inh = 2

Next records.
entry	SMILES	STK33 inh	p53 PUMA act
101	C=CCN1C[C@H](C)N([C@H](c2ccc(C(=O)N(CC)CC)cc2)c2cccc(OC)c2)C[C@H]1C	·	7
102	Fc1ccc(C(OCCN2CCN(C/C=C/c3ccccc3)CC2)c2ccc(F)cc2)cc1	-2	-72&-27
103	CC1=CC(=O)C2=C(C)C[C@H](O)[C@@H]3[C@H](OC(=O)[C@H]3C)[C@H]12	1	-4
104	Cc1cc(C(F)F)n2nc(C(=O)Nc3ccc(Cl)cc3C(=O)c3ccccc3)nc2n1	1	3
105	C[C@@H]1CN([C@H](C)CO)C(=O)CCCn2nncc2CO[C@H]1CN(C)C(=O)Oc1ccc2ccccc2c1	-3	·
106	C=CC1C[N+]2([O-])CCC1CC2C(O)c1ccnc2ccc(OC)cc12 (stereo not drawn)	-1	-3
107	COc1ccc(C(CN(C)C)C2(O)CCCCC2)cc1 (stereo not drawn)	4&0	-10
108	C#CCOC(=O)C1=CCCN(C)C1	·	1
109	CC(C)[C@]1(O)[C@@H](OC(=O)c2ccc[nH]2)[C@@]2(O)[C@@]3(C)C[C@]4(O)O[C@@]5([C@H](O)[C@@H](C)CC[C@]35O)[C@@]2(O)C41C	·	3
